inhibitors of VEEV: inhibitors of VEEV TC-83 cytopathic effect, confirmation, Vero cells (AID 588727); Vero cells, VEEV TC-83 cytopathic effect inhibition; higher % means a stronger effect; inhibition, % at 20 µM, or IC50 in µM where a hit was titrated; 350,000 compounds, 0.13% hits; in the data active = a potency from the dose series; inconclusive = inhibition mostly from about 14% at the one dose, without a potency; inactive = the rest, 99 in 100 with inhibition below about 12%; note: strong numbers were not always called active
H37Rv inhibition: M. tuberculosis growth inhibition, HTS (AID 449762). 330,000 compounds, 0.59% hits. M. tuberculosis H37Rv growth inhibition, 7H9 media; higher % means a stronger effect. inhibition, % at 25 µM; hits with a dose series show IC50 in µM; in the data active = a potency from the dose series; inconclusive = inhibition above about 70% without an active follow-up result;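 note: bacterial growth assessed after seven days of incubation; strong numbers were not always called active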
PhoP GFP inhibition: PhoP regulon inhibitors, Salmonella typhi PhoP promoter GFP reporter, confirmatory (AID 1850) | Salmonella Typhi PhoP-promoter GFP reporter, fluorescence, 4 h; higher % means a stronger effect | inhibition, % at 50 µM, or IC50 in µM where a hit was titrated | 310,000 compounds, 0.33% hits; in the data active = a potency from the dose series; inconclusive = inhibition mostly from about 25% at the one dose, without a potency; inactive = the rest, 99 in 100 with inhibition below about 19%;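 note: 0% = induced wells with vehicle and 100% = uninduced wells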
M. tuberculosis: growth inhibition of non-replicating M. tuberculosis (AID 488890); Mycobacterium tuberculosis non-replicating, growth inhibition; higher % means a stronger effect; inhibition, % at 25 µM, or IC50 in µM where a hit was titrated; 320,000 compounds, 0.39% hits; in the data active = a potency from the dose series; inconclusive = inhibition mostly from about 82% at the one dose, without a potency; inactive = the rest, 99 in 100 with inhibition below about 76%;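 note: plate controls were DMSO cells for no effect and high antibiotic wells for full effect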
H1N1 NS1A inhibition: H1N1 influenza NS1A inhibitors, functional cell based assay (AID 504329); one-dose inhibition, % at 12.5 µM; IC50 in µM for titrated hits; 340,000 compounds, 0.3% hits; NS1A functional cell-based assay, percent inhibition; higher % means a stronger effect; in the data active = a potency from the dose series; inconclusive = inhibition above about 27% without an active follow-up result; note: strong numbers were not always called active
* marks the source's active call; other numbers are inactive results. Rows were taken by chance (roughly 1.4% active in at least one column).

Cc1ccc(S(=O)(=O)N(CC(=O)N2CCOCC2)c2ccc(Br)cc2)cc1 was read as inhibitors of VEEV inactive, H37Rv inhibition -2%, PhoP GFP inhibition 13%, M. tuberculosis -14% and H1N1 NS1A inhibition 2%.
Screening O=C(NN1CCOCC1)c1ccccc1Br returned inhibitors of VEEV 0.3%, H37Rv inhibition 7%, PhoP GFP inhibition -2%, M. tuberculosis -7% and H1N1 NS1A inhibition -4%.
Screening CCN(CC)S(=O)(=O)c1cc([N+](=O)[O-])ccc1NNC(=O)Nc1ccccc1OC returned inhibitors of VEEV inactive, H37Rv inhibition -2%, PhoP GFP inhibition -7%, M. tuberculosis 36% and H1N1 NS1A inhibition 2%.
`O=c1cc(CN2CCc3ccccc3C2)nc2sccn12` gave inhibitors of VEEV 1.4%, H37Rv inhibition 0%, PhoP GFP inhibition -11%, M. tuberculosis 21% and H1N1 NS1A inhibition -8%.
`Cn1c2ccccc2c2cc(C(=O)OCC(=O)N3CC(=O)Nc4ccccc43)sc21` gave inhibitors of VEEV 5.6%, H37Rv inhibition -3%, PhoP GFP inhibition -3%, M. tuberculosis -2% and H1N1 NS1A inhibition -2%.
COc1cc(C(=O)NNC(=O)Nc2ccc([N+](=O)[O-])cc2)cc(OC)c1OC was read as inhibitors of VEEV 0.5%, H37Rv inhibition 3%, PhoP GFP inhibition 2%, M. tuberculosis -21% and H1N1 NS1A inhibition -16%.
Screening CCCC(=O)Nc1ccccc1NC(C)=O returned inhibitors of VEEV inactive, H37Rv inhibition 2%, PhoP GFP inhibition -5%, M. tuberculosis -9% and H1N1 NS1A inhibition 4%.
For O=C1COc2ccc(C(=O)COC(=O)c3cc(S(=O)(=O)NCc4ccccc4)ccc3O)cc2N1 the results were inhibitors of VEEV 3.0%, H37Rv inhibition -3%, PhoP GFP inhibition -14%, M. tuberculosis 4% and H1N1 NS1A inhibition -34%.
Screening COc1ccc(-n2nc(C(=O)c3cccs3)cc(-c3nc4ccccc4[nH]3)c2=N)cc1 returned inhibitors of VEEV 8.3%, H37Rv inhibition -2%, PhoP GFP inhibition 4%, M. tuberculosis inconclusive and H1N1 NS1A inhibition 20%.
`COc1ccc(-n2c(C)nnc2SCC(=O)N2C(C)CCCC2C)cc1` (stereo not given) gave inhibitors of VEEV 2.2%, H37Rv inhibition 2%, PhoP GFP inhibition 7%, M. tuberculosis -9% and H1N1 NS1A inhibition -5%.
For COc1ccc(-c2nc3ccccc3o2)cc1OC the results were inhibitors of VEEV 4.6%, H37Rv inhibition 12%, PhoP GFP inhibition 8%, M. tuberculosis -4% and H1N1 NS1A inhibition -8%.
Screening O=C(CCC1CCCC1)c1c(O)c2ccccc2oc1=O returned inhibitors of VEEV 2.5%, H37Rv inhibition 99%, PhoP GFP inhibition 8%, M. tuberculosis 1.9µM* and H1N1 NS1A inhibition -8%.
Screening O=C(NC1CCC(c2ccccc2)CC1)c1cccnc1 (stereo not given) returned inhibitors of VEEV 1.0%, H37Rv inhibition -4%, PhoP GFP inhibition 1%, M. tuberculosis 25% and H1N1 NS1A inhibition -11%.
Screening Cc1cc(C(=O)O)ccc1-c1ccc(/C=C2\SC(=O)N(CC(=O)Nc3ccc4c(c3)OCO4)C2=O)o1 returned inhibitors of VEEV 2.8%, H37Rv inhibition -8%, PhoP GFP inhibition -11%, M. tuberculosis 4% and H1N1 NS1A inhibition -23%.
Screening Cc1cccc(NC(=O)CN2C(=O)N/C(=C/c3ccc(C)o3)C2=O)c1 returned inhibitors of VEEV inactive, H37Rv inhibition -3%, PhoP GFP inhibition -4%, M. tuberculosis 0% and H1N1 NS1A inhibition -5%.
`CN(C)CCCN(C(=O)c1ccc2c(c1)OCCO2)c1nc2ccc(Cl)cc2s1` gave inhibitors of VEEV >25µM*, H37Rv inhibition -9%, PhoP GFP inhibition -2%, M. tuberculosis 53% and H1N1 NS1A inhibition 5%.
CCN(CC)CC(=O)Nc1ccc(C)cc1C(=O)c1ccccc1 was read as inhibitors of VEEV inactive, H37Rv inhibition -4%, PhoP GFP inhibition -5%, M. tuberculosis -5% and H1N1 NS1A inhibition 0%.
For c1ccc(NC2=NCCCCS2)cc1 the results were inhibitors of VEEV 4.6%, H37Rv inhibition 2%, PhoP GFP inhibition 11%, M. tuberculosis 10% and H1N1 NS1A inhibition -11%.
Screening Cc1nn(C(=O)c2c(-c3ccccc3)noc2C)c(C)c1N=Nc1cc(C(F)(F)F)cc(C(F)(F)F)c1 returned inhibitors of VEEV 1.9%, H37Rv inhibition 9%, PhoP GFP inhibition -3%, M. tuberculosis 1% and H1N1 NS1A inhibition 8%.
For CS(=O)(=O)Nc1nc2n(n1)C(c1ccccc1)CC(c1ccccc1)N2 (stereo not given) the results were inhibitors of VEEV 0.6%, H37Rv inhibition -10%, PhoP GFP inhibition 9%, M. tuberculosis -13% and H1N1 NS1A inhibition -7%.
Screening COc1cccc(NC(=O)CSC(N)=O)c1 returned inhibitors of VEEV 1.5%, H37Rv inhibition -5%, PhoP GFP inhibition -7%, M. tuberculosis -11% and H1N1 NS1A inhibition -16%.
Screening Cc1noc(C)c1CSCC(=O)Nc1ccc(C#N)c(Cl)c1 returned inhibitors of VEEV inactive, H37Rv inhibition -6%, M. tuberculosis 13% and H1N1 NS1A inhibition 4%.
`O=C1Nc2cc(C(=O)N3CCN(c4ccccn4)CC3)ccc2S/C1=C\c1ccccc1` gave inhibitors of VEEV 5.8%, H37Rv inhibition inconclusive, PhoP GFP inhibition 1%, M. tuberculosis 59% and H1N1 NS1A inhibition -18%.
For O=C(/C=N\O)NCCCNCc1ccccc1 the results were inhibitors of VEEV 1.1%, H37Rv inhibition -1%, PhoP GFP inhibition 1%, M. tuberculosis -5% and H1N1 NS1A inhibition -3%.
`CCNC(=O)COC(=O)Cc1ccc(Cl)cc1Cl` gave inhibitors of VEEV 0.3%, H37Rv inhibition 1%, PhoP GFP inhibition 6%, M. tuberculosis 37% and H1N1 NS1A inhibition -16%.
Screening COc1ccc(/C=C2\CC/C(=C\c3ccc(OC)c(OC)c3)C2=O)cc1OC returned inhibitors of VEEV 3.8%, H37Rv inhibition inconclusive, PhoP GFP inhibition -10%, M. tuberculosis 77% and H1N1 NS1A inhibition 21%.
Screening CCOc1ccccc1N1CCN(CC(=O)NC(C)c2ccccc2)CC1 (stereo not given) returned inhibitors of VEEV 1.7%, H37Rv inhibition -1%, PhoP GFP inhibition -6%, M. tuberculosis 7% and H1N1 NS1A inhibition -2%.
Screening O=CN/C=C/c1cc(O)ccc1O returned inhibitors of VEEV inactive, H37Rv inhibition -8%, PhoP GFP inhibition 1%, M. tuberculosis 0% and H1N1 NS1A inhibition -2%.
`CN=c1sc2ccccc2n1CC(O)COCc1ccco1` (stereo not given) gave inhibitors of VEEV 0.2%, H37Rv inhibition -6%, PhoP GFP inhibition -2%, M. tuberculosis 1% and H1N1 NS1A inhibition 5%.
Screening COc1cccc(N2C(=O)CC(Sc3nc(C)cc(C)n3)C2=O)c1 (stereo not given) returned inhibitors of VEEV inactive, H37Rv inhibition 8%, PhoP GFP inhibition 7%, M. tuberculosis 7% and H1N1 NS1A inhibition -4%.
Cc1c(NC(=S)NC(=O)c2ccc(Cl)cc2)c(=O)n(-c2ccccc2)n1C was read as inhibitors of VEEV 1.0%, H37Rv inhibition -12%, PhoP GFP inhibition -1%, M. tuberculosis 29% and H1N1 NS1A inhibition -2%.
For COc1ccc(CCNC(=O)c2cccnc2Cl)cc1OC the results were inhibitors of VEEV 5.4%, H37Rv inhibition -1%, PhoP GFP inhibition -4%, M. tuberculosis -1% and H1N1 NS1A inhibition 13%.
CC(C)[C@H](NC(=O)OC(C)(C)C)C(=O)N1CCC(C(=O)N[C@@H](C)C(=O)Nc2ccc(F)cc2)CC1 was read as inhibitors of VEEV inactive, H37Rv inhibition 6%, PhoP GFP inhibition -2%, M. tuberculosis 1% and H1N1 NS1A inhibition 4%.
Screening CCOc1c(/C=C(\C#N)C(N)=O)c2ccccc2n1CC returned inhibitors of VEEV 8.3%, H37Rv inhibition 4%, PhoP GFP inhibition -3%, M. tuberculosis 18% and H1N1 NS1A inhibition 1%.
`Cc1ccc(CNC(=O)c2cccnc2)cc1` gave inhibitors of VEEV 0.8%, H37Rv inhibition 8%, PhoP GFP inhibition 2% and M. tuberculosis 45%.
`COc1cc(NS(=O)(=O)c2ccc(NC(=O)Cc3ccccc3)cc2)nc(OC)n1` gave inhibitors of VEEV 1.4%, H37Rv inhibition -6%, PhoP GFP inhibition 0%, M. tuberculosis 6% and H1N1 NS1A inhibition -11%.
CN1CCN(CCCC(=O)c2ccc(C3CCCC3)cc2)CC1 was read as inhibitors of VEEV 2.9%, H37Rv inhibition 6%, PhoP GFP inhibition 2%, M. tuberculosis 33% and H1N1 NS1A inhibition 7%.
For c1ccc2c(Nc3ccc(N4CCOCC4)cc3)nc(N3CCOCC3)nc2c1 the results were inhibitors of VEEV 5.9%, H37Rv inhibition 29%, PhoP GFP inhibition 8%, M. tuberculosis 5% and H1N1 NS1A inhibition 5%.
Screening CCc1ccc(NC(=O)CSc2nc3nc(C)cc(C)n3n2)cc1 returned inhibitors of VEEV inactive, H37Rv inhibition 10%, PhoP GFP inhibition -30%, M. tuberculosis 22% and H1N1 NS1A inhibition 8%.
Screening Cc1ccc2nc(SCC(=O)N3CCCC3)[nH]c2c1 returned inhibitors of VEEV 1.9%, H37Rv inhibition -5%, PhoP GFP inhibition -1%, M. tuberculosis 1% and H1N1 NS1A inhibition 4%.
`Cn1c(/C(C#N)=C(\O)CN2CCN(Cc3ccccc3)CC2)nc2ccccc21` gave inhibitors of VEEV 13%, H37Rv inhibition 57%, PhoP GFP inhibition -1%, M. tuberculosis inconclusive and H1N1 NS1A inhibition -1%.
O=c1c2ccccc2ncn1CCOc1ccccc1[N+](=O)[O-] was read as inhibitors of VEEV inactive, H37Rv inhibition -2%, PhoP GFP inhibition 1%, M. tuberculosis 4% and H1N1 NS1A inhibition -7%.
For ON1C(c2ccccc2)CC2(O)c3nonc3CCC12 (stereo not given) the results were inhibitors of VEEV 0.2%, H37Rv inhibition -8%, PhoP GFP inhibition 4%, M. tuberculosis -15% and H1N1 NS1A inhibition 10%.
Screening CCc1ccc(OCCOCC(O)CNC(C)CC)cc1 (stereo not given) returned inhibitors of VEEV 0.9%, H37Rv inhibition -6%, PhoP GFP inhibition -5%, M. tuberculosis 26% and H1N1 NS1A inhibition -6%.
CC(=O)C1=C(O)C(=O)N(CCNCCO)C1c1ccccc1 (stereo not given) was read as inhibitors of VEEV 1.6%, H37Rv inhibition 17%, PhoP GFP inhibition -4%, M. tuberculosis 4% and H1N1 NS1A inhibition -3%.
Screening Clc1ccccc1CN1CCNCC1 returned inhibitors of VEEV inactive, H37Rv inhibition 3%, PhoP GFP inhibition 6%, M. tuberculosis -26% and H1N1 NS1A inhibition -1%.
CCn1c(NC(C)=O)c(-c2ccccc2Cl)c(=O)c2ccccc21 was read as inhibitors of VEEV 1.0%, H37Rv inhibition -3%, PhoP GFP inhibition -7%, M. tuberculosis -13% and H1N1 NS1A inhibition 13%.
CC1CCN(C(=O)c2ccccc2NC(=O)Cc2ccccc2)CC1 was read as inhibitors of VEEV inactive, H37Rv inhibition -4%, PhoP GFP inhibition 2%, M. tuberculosis -9% and H1N1 NS1A inhibition -8%.
For Cc1ccc(S(=O)(=O)NC2CC(C)(C)NC(C)(C)C2)cc1 the results were inhibitors of VEEV inactive, H37Rv inhibition -3%, PhoP GFP inhibition -3%, M. tuberculosis -1% and H1N1 NS1A inhibition -2%.
`CCc1ccc(NC(=S)NCc2ccccc2)cc1` gave inhibitors of VEEV inactive, H37Rv inhibition 0%, PhoP GFP inhibition 3%, M. tuberculosis inconclusive and H1N1 NS1A inhibition -3%.
Screening CCN(CC)c1ccc(C(=O)OCC(=O)Nc2cc(C)on2)cc1 returned inhibitors of VEEV 8.5%, H37Rv inhibition 11%, M. tuberculosis 59% and H1N1 NS1A inhibition -5%.
For CC(=O)c1csc(COc2ccc(Cl)cc2)n1 the results were inhibitors of VEEV 3.0%, H37Rv inhibition 1%, PhoP GFP inhibition -15% and H1N1 NS1A inhibition -2%.
NC(=O)c1c(NC(=O)c2cccnc2)sc2c1CCCC2 was read as inhibitors of VEEV 7.6%, H37Rv inhibition 7%, PhoP GFP inhibition -9% and M. tuberculosis 5%.

A portion from the list above, as a working copy:
Screening Clc1ccccc1CN1CCNCC1 returned inhibitors of VEEV inactive, H37Rv inhibition 3%, PhoP GFP inhibition 6%, M. tuberculosis -26% and H1N1 NS1A inhibition -1%.
CCn1c(NC(C)=O)c(-c2ccccc2Cl)c(=O)c2ccccc21 was read as inhibitors of VEEV 1.0%, H37Rv inhibition -3%, PhoP GFP inhibition -7%, M. tuberculosis -13% and H1N1 NS1A inhibition 13%.

Screening results as filed in PubChem.
